Screening data as filed in PubChem BioAssay.
ERb coact inh: blocks coactivator binding to human estrogen receptor beta | Q92731 | TR-FRET ER-beta LBD / SRC1-Cy5 peptide binding; receptor agonist-loaded with 1 µM estradiol | inhibition, % at 25.6 µM | 1.3% of 86,000 active;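 active means compounds whose percent inhibition of the receptor-coactivator binding signal exceeds about 50% in the single-dose screen, limit read from the data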;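 further: 0% = receptor plus peptide wells without compound and 100% = peptide-only wells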
Target sequence (Q92731 whole entry, looked up, the tested form may be a part): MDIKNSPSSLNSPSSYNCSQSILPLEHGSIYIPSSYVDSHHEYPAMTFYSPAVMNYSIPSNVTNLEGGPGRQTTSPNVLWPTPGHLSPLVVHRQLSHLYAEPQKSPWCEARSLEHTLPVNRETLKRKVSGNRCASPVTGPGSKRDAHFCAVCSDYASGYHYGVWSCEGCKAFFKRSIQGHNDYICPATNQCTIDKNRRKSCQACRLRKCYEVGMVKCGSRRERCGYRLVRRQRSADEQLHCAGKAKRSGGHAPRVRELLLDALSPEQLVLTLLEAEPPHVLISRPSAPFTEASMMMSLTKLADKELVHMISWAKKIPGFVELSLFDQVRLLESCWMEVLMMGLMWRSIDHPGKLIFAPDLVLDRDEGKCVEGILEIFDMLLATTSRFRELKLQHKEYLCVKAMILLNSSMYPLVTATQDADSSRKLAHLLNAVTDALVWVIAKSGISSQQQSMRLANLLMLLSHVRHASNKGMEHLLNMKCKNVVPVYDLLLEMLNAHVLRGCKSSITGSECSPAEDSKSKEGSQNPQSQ
MT1-MMP txn act: activates MT1-MMP transcription. AID 750. activation factor at 10 µM. 0.16% of 86,000 active. HT1080 MT1-MMP promoter luciferase reporter, luminescence, overnight; active compounds read high;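 active means activation factor of at least 2 for MT1-MMP transcription at 10 µM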
FAK inh: blocks human focal adhesion kinase activity; 0.84% of 97,000 active; Q05397; inhibition, %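 (tested at 7 µM)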; biochemical FAK kinase activity assay; in the data active means inhibition above about 19%;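 further: 0% = DMSO and 100% = reference compound high control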
E coli WT exp: blocks growth of wild type E. coli BW25113. OD600 absorbance. growth inhibition, % at 100 µM. 0.15% of 98,000 active;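 active means growth inhibition above about 50% at one test dose, limit read from the data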;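 further: growth measured after 20 h incubation at 37 °C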
PLAP act: activates human placental alkaline phosphatase; 1.2% of 96,000 active; AID 696; P05187; purified PLAP enzyme, luminescent substrate read-out; active compounds read high; activation fold at 20 µM; in the data active means activation fold above about 2
Target sequence (P05187 whole entry, looked up): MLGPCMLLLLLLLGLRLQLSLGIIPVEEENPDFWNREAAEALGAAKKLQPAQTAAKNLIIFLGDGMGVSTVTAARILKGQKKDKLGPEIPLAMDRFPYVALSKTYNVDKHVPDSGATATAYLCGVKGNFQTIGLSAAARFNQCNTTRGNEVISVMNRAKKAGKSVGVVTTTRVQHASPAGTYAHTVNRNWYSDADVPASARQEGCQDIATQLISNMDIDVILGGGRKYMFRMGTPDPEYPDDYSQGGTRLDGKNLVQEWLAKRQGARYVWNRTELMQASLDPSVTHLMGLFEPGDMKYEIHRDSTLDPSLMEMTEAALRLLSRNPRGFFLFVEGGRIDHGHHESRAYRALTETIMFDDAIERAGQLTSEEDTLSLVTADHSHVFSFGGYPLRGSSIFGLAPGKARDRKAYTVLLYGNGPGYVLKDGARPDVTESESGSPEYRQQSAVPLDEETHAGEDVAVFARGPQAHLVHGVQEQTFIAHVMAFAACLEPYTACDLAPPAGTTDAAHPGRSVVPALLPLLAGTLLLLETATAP
ERa coact pot: enhances coactivator binding to human estrogen receptor alpha | P03372 | TR-FRET ERalpha-LBD/SRC-Cy5 coactivator binding, 2 h; 100 = basal binding, no effect | coactivator binding (% of control), % at 25.6 µM | 1.3% of 86,000 active; in the data active means activity above about 200%;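 further: binding measured in presence of low estradiol as agonist stimulus; 0% = peptide alone without receptor and 100% = receptor with peptide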
CD11b adhes enh: CD11b/CD18-fibrinogen binding enhancement | P05107+P11215 | activation, % at 10 µM | AID 1499 | 0.07% of 93,000 active | K562 CD11b/CD18 adhesion to fibrinogen, ATPlite luminescence;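 active means 10 µM primary screen giving 50% or more activity, confirmed by 40% or more on retest at that dose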; further: strong numbers were not always called active; reference of the scale not given here
ERa SRC1 inh: blocks coactivator binding to human estrogen receptor alpha. P03372. TR-FRET ER-alpha LBD / SRC-1 peptide, estradiol-bound. inhibition, % at 25.6 µM. 1.7% of 86,000 active; in the data active means inhibition above about 50%;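 further: 0% = receptor plus peptide control and 100% = peptide only without receptor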
CD11b adhes inh: inhibitors of human CD11b/CD18 binding to fibrinogen; P05107+P11215; K562 CD11b/CD18 adhesion to fibrinogen, ATPlite luminescence; Mn2+ added to activate the integrin; inhibition, % at 10 µM; 0.54% of 93,000 active; AID 1497;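 active means primary inhibition of 50% or more at 10 µM, then 40% or more on retest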; further: some results filed as inactive read as strong as hits
Starred values were filed as active, the others as inactive; x = not tested or not shown; [ ] = another dose, or the depositor's remark.

entry | molecule | ERb coact inh | MT1-MMP txn act | FAK inh | E coli WT exp | PLAP act
1 | COn1c(-n2nc(C)cc2C)nc2ccccc2c1=O | 5 | 1.2 | -1 | -3 | 1.1
2 | O=C(CSc1nnc(Cc2ccccc2)o1)N1CCOCC1 | -4 | 1.2 | -1 | -2 | 1
3 | O=C(CSc1nnc(CNc2ccccc2)o1)N1CCCc2ccccc21 | 2[fluorescence artefact?] | 1.1 | 0 | -1 | 0.9
4 | OCC1OC(n2nc3ccccc3n2)C(O)C(O)C1O (stereo unspecified) | 0 | 1.1 | x | 3 | 0.8
5 | Cc1cccc(Cc2cnc(NC(=O)CN3C(=O)/C(=C/c4ccccc4)SC3=S)s2)c1 | x | x | -1 | -20 | 1.2
6 | O=C1OCCC1Sc1nnc(-c2ccc(O)cc2)o1 (stereo unspecified) | 0 | 1.1 | -7 | 5 | 1
7 | CCC(C)NC(=O)c1c(N)n(/N=C/c2cccnc2)c2nc3ccccc3nc12 (stereo unspecified) | -4 | 0.9 | 2 | -19 | 1.3
8 | CCN1CCN(C(=O)C2(NC(=O)Nc3ccccc3Cl)CCCCC2)CC1 | -15 | 1 | 1 | x | x
9 | COc1nc2cc(C)ccc2cc1-c1noc(-c2cccnc2)n1 | 41[fluorescence artefact?] | 1.2 | x | x | 1.2
10 | CCN(CC)CCCNC(=O)c1c(O)c2c([nH]c1=O)CCCC2 | -8 | 1.1 | x | 1 | 0.7
11 | COc1cccc(-c2nn(C)c3sc(C(=O)NCc4ccc(C)cc4)cc23)c1 | 2 | 1 | 0 | -17 | 1.8
12 | COC(=O)Cn1ncc2c(C)n(Cc3ccccc3)c(C)c2c1=O | -4 | 1.5 | 1 | -2 | 1.5
13 | Cn1c(-c2ccccc2)cc(=O)c2ccccc21 | x | 1.1 | -1 | 5 | 0.8
14 | O=c1[nH]c(CN2CCN(C/C=C/c3ccccc3)CC2)nc2ccccc12 | -2 | 1.1 | -1 | -5 | 1.5
15 | O=C(NCCC1=CCCCC1)c1ccc(Cl)c(S(=O)(=O)Nc2ccccc2)c1 | x | x | 15 | -15 | 1.4

entry | ERa coact pot | CD11b adhes enh | ERa SRC1 inh | CD11b adhes inh
1 | 98 | -3 | 8 | 2
2 | 93 | 2 | -6 | 1
3 | 100 | x | -2[fluorescence artefact?] | x
4 | 130 | -6 | -10 | -8
5 | x | 40 | x | -14
6 | 82 | x | 13 | x
7 | 81 | 5 | -3 | 14
8 | 91 | x | -8 | x
9 | 189[fluorescence artefact?] | 4 | 50*[fluorescence artefact?] | 12
10 | 103 | 0 | 1 | -12
11 | 112 | -1 | 3 | -7
12 | 136 | 1 | -7 | 1
13 | x | x | x | x
14 | 108 | 4 | -2 | -28
15 | x | 0 | x | 30

Marked active in ERa SRC1 inh, among the entries above:
entry | Molecule | ERb coact inh | MT1-MMP txn act | FAK inh | PLAP act | ERa coact pot | CD11b adhes enh | ERa SRC1 inh | CD11b adhes inh
9 | COc1nc2cc(C)ccc2cc1-c1noc(-c2cccnc2)n1 | 41[fluorescence artefact?] | 1.2 | x | 1.2 | 189[fluorescence artefact?] | 4 | 50*[fluorescence artefact?] | 12

Carrying on.
entry | molecule | ERb coact inh | MT1-MMP txn act | FAK inh | E coli WT exp | PLAP act
16 | O=C(COc1ccccc1Br)NCc1ccccn1 | -3[fluorescence artefact?] | 1.4 | -1 | 9 | 0.8
17 | Cc1nn2c3c(cnc2c1-c1ccccc1)C(=O)CC(c1ccco1)C3 (stereo unspecified) | -1 | 1.1 | 5 | -4 | 0.9
18 | Cc1ccc(-c2noc(CCC(=O)NCCN3CCOCC3)n2)cc1 | -2 | 1 | -3 | 4 | 1.3
19 | CCn1nc(C(=O)OCC(=O)c2cc(C)n(Cc3cccs3)c2C)c2ccccc2c1=O | -10 | 1.3 | 8 | -14 | 1
20 | Cc1ccc(CNc2nc(N)c([N+](=O)[O-])c(Nc3ccc(F)cc3)n2)cc1 | 18 | 1 | 3 | -3 | 0.9
21 | CC1CCCCC1NC(=O)C1CCN(C(=O)c2sccc2-n2cccc2)CC1 (stereo unspecified) | -5[fluorescence artefact?] | 1.1 | x | 4 | 1.2
22 | CC(NC(=O)CNC(=O)OCc1ccccc1)C(=O)N1CC(O)CC1C(=O)OCc1ccccc1 (stereo unspecified) | -2[fluorescence artefact?] | 1.1 | -2 | 4 | 1.2
23 | Cc1c(Cl)cccc1N1C(=O)C2ON(c3ccccc3)C(c3cccnc3)C2C1=O (stereo unspecified) | -12 | 1 | -2 | -2 | 1.2
24 | CCOC(=O)c1ccccc1NC1c2ccccc2C(=O)N1C1CCN(C(=O)OCC)CC1 (stereo unspecified) | -3 | 1.1 | -3 | -18 | 1.4
25 | Cc1cc(C)nc(SCC(=O)Nc2ccc(S(=O)(=O)NC(C)(C)C)cc2)n1 | -10 | 1.2 | -1 | 1 | 1.6
26 | CCC(=O)Nc1ccc(C(=O)CSc2nnc(-c3ccc(O)cc3)n2CC2CCCO2)cc1 (stereo unspecified) | x | x | -1 | -11 | 1.1
27 | O=C(CCCCCN1C(=O)c2ccccc2C1=O)NC1CCCC1 | -8 | 1.1 | -6 | 4 | 1.3
28 | CCOc1ccc2nc(NC(=O)C(NS(=O)(=O)c3cccs3)C(C)C)sc2c1 (stereo unspecified) | 5 | 1.1 | -8 | -9 | 1.6
29 | CC(=O)Nc1ccc(S(=O)(=O)Nc2nc3ccccc3nc2N2CCCCCC2)cc1 | 5 | 0.9 | 2 | 0 | 1.1
30 | O=C(c1cccs1)N1CCc2c([nH]c3ccccc23)C1c1ccc(Cl)cc1 (stereo unspecified) | x | x | 0 | -3 | 0.9

entry | ERa coact pot | CD11b adhes enh | ERa SRC1 inh | CD11b adhes inh
16 | 102 | -6 | 9[fluorescence artefact?] | 4
17 | 139 | -5 | -4 | 0
18 | 99 | -1 | 3 | -7
19 | 149 | 6 | -2 | 54
20 | 110 | -1 | 12 | -3
21 | 105 | 1 | -4 | -3
22 | 103 | 1 | 4[fluorescence artefact?] | -9
23 | 120 | 0 | 3 | -8
24 | 65 | 1 | 15 | 5
25 | 106 | -1 | -10 | -1
26 | x | -4 | x | -22
27 | 106 | -2 | -7 | -8
28 | 122 | -1 | -3 | 5
29 | 91 | x | 7 | x
30 | x | 1 | x | -10

The list continues.
entry | molecule | ERb coact inh | MT1-MMP txn act | FAK inh | E coli WT exp | PLAP act
31 | O=C(NCC1COc2ccccc2O1)Nc1ccccc1F (stereo unspecified) | -4 | 1.3 | x | 13 | 0.6
32 | O=C(NC1CCCCC1)c1ccc(S(=O)(=O)N2CCCCC2)cc1 | -9 | 1.1 | 0 | 3 | x
33 | Cn1c(=O)n(C)c2cc([N+](=O)[O-])c(N3CCN(C(=O)c4ccccc4)CC3)cc21 | x | x | 2 | 0 | 0.8
34 | CNC(=S)Nc1ccc(Nc2ccccc2)cc1 | 3[fluorescence artefact?] | 1.2 | 1 | 10 | 0.8
35 | CC(=O)CSc1nnc(CSc2ncccn2)n1C1CCCCC1 | -3 | 1.1 | 2 | -8 | 0.9
36 | O=C(Cn1cc([N+](=O)[O-])cn1)Nc1ccn(Cc2c(F)c(F)cc(F)c2F)n1 | x | x | 0 | -2 | 0.9
37 | Cc1onc(-c2ccncc2)c1C(=O)O | -19[fluorescence artefact?] | 1.1 | -6 | -4 | 0.9
38 | CCC(=O)Nc1cccc(NC(=S)NC(=O)Cc2ccccc2)c1 | x | x | -2 | 2 | 1.2
39 | Cc1csc(NC(=O)CCNS(=O)(=O)c2ccc3c(c2)c(=O)n(C)c(=O)n3C)n1 | x | 1.1 | -8 | 1 | 1.2
40 | C=CCN(C(=O)CNC(=O)c1ccco1)C(C(=O)NC1CCCCC1)c1ccc(OC)cc1OC (stereo unspecified) | -10 | 1.1 | -2 | -5 | 1.8
41 | Cc1c(Cl)cccc1NC(=O)CC1SCCNC1=O (stereo unspecified) | 54* | 1.3 | x | 2 | 0.9
42 | CCOC(=O)CSc1nc2ccccc2n1C(=O)OCC | -5[fluorescence artefact?] | 1 | 0 | 1 | 0.9
43 | CCCNC(=O)C(CC)NS(=O)(=O)c1ccc(OC)cc1 (stereo unspecified) | x | 1.1 | 3 | -4 | 0.9
44 | Cc1cc2ccccc2n1CCNC(=O)C1CCCC1 | -2 | 1.1 | 2 | 0 | 1.1
45 | CN1CCN(CCCNC(=O)Nc2cccc3ccccc23)CC1 | -1 | 1.2 | -3 | 0 | 1.1

entry | ERa coact pot | CD11b adhes enh | ERa SRC1 inh | CD11b adhes inh
31 | 109 | -5 | 2 | -17
32 | 117 | x | -5 | x
33 | x | 3 | x | 9
34 | 102 | x | 9 | x
35 | 119[fluorescence artefact?] | -3 | -9[fluorescence artefact?] | -2
36 | x | 0 | x | 4
37 | 104 | 2 | -37 | -1
38 | x | -3 | x | 0
39 | x | 4 | x | 2
40 | 109 | -1 | -8 | 4
41 | 126 | 0 | -7 | -8
42 | 103 | -3 | -7 | 0
43 | x | -2 | x | -14
44 | 105 | x | -2[fluorescence artefact?] | x
45 | 109 | -2 | -3 | -7

Next records follow:
entry | molecule | ERb coact inh | MT1-MMP txn act | FAK inh | E coli WT exp | PLAP act
46 | COCCN(CCOC)S(=O)(=O)c1ccc(C(=O)NCCCN2CCOCC2)cc1 | 0 | 1.1 | x | -6 | 1.5
47 | COc1ccc(-n2c(SCC(=O)Nc3nccs3)nc3c(c2=O)SC(C)C3)cc1 (stereo unspecified) | -15 | 1.1 | x | 1 | 1
48 | Cc1nc(SCC(=O)Nc2cc(C)on2)c2c(C)c(C)sc2n1 | 26[fluorescence artefact?] | 1 | -2 | 5 | 1
49 | CCn1c(=O)c(C(=O)CN2CCOCC2)c(N)n(Cc2ccccc2)c1=O | -7 | 1.2 | -10 | 4 | 1.2
50 | CCCc1c(O)nc(SCc2ccccc2)[nH]c1=O | 38 | 1.1 | -1 | -11 | 1
51 | CN(c1cccc(NC(=O)COc2ccc(Cl)cc2Cl)c1)S(C)(=O)=O | -3 | 1.3 | -2 | x | x
52 | CCS(=O)(=O)c1ccc2oc(SCC(=O)c3ccco3)nc2c1 | 19 | 1.2 | 3 | 4 | 1.1

entry | ERa coact pot | CD11b adhes enh | ERa SRC1 inh | CD11b adhes inh
46 | 97 | -1 | 3 | -18
47 | 111 | 0 | -3 | -4
48 | 565*[fluorescence artefact?] | -2 | 9[fluorescence artefact?] | 17
49 | 111 | -2 | -4 | 26
50 | 77 | 2 | 23 | -23
51 | 100 | x | 29 | x
52 | 79 | 0 | 14 | 2

Part of the list above in another layout.
#48 Cc1nc(SCC(=O)Nc2cc(C)on2)c2c(C)c(C)sc2n1
  ERb coact inh: 26[fluorescence artefact?]	MT1-MMP txn act: 1	FAK inh: -2	E coli WT exp: 5	PLAP act: 1	ERa coact pot: 565*[fluorescence artefact?]	CD11b adhes enh: -2	ERa SRC1 inh: 9[fluorescence artefact?]	CD11b adhes inh: 17
#49 CCn1c(=O)c(C(=O)CN2CCOCC2)c(N)n(Cc2ccccc2)c1=O
  ERb coact inh: -7	MT1-MMP txn act: 1.2	FAK inh: -10	E coli WT exp: 4	PLAP act: 1.2	ERa coact pot: 111	CD11b adhes enh: -2	ERa SRC1 inh: -4	CD11b adhes inh: 26
#50 CCCc1c(O)nc(SCc2ccccc2)[nH]c1=O
  ERb coact inh: 38	MT1-MMP txn act: 1.1	FAK inh: -1	E coli WT exp: -11	PLAP act: 1	ERa coact pot: 77	CD11b adhes enh: 2	ERa SRC1 inh: 23	CD11b adhes inh: -23
#51 CN(c1cccc(NC(=O)COc2ccc(Cl)cc2Cl)c1)S(C)(=O)=O
  ERb coact inh: -3	MT1-MMP txn act: 1.3	FAK inh: -2	E coli WT exp: x	PLAP act: x	ERa coact pot: 100	CD11b adhes enh: x	ERa SRC1 inh: 29	CD11b adhes inh: x
